NR2F2 inh – blocks human COUP-TFII nuclear receptor | P24468 | HEK293T NGFI-A luciferase reporter, luminescence | inhibition, % at 8.6 µM | 370,000 tested, 0.7% active | AID 686940;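 active means inhibition above a per-plate cutoff, mean inhibition of test wells between control levels plus 3 SD, cut at about 38% in these data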;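 further: cells cotransfected with COUP-TFII expression vector driving the NGFI-A reporter; 0% = median of COUP-TF2 test wells and 100% = reporter-only cells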
SRC2 inh – human SRC2 (NCOA2) inhibition; HEK293 GAL4-SRC2 luciferase reporter, luminescence; inhibition, % at 9 µM; 370,000 tested, 0.17% active;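 active means inhibition above the mean inhibition of all tested compounds plus 3 SD, set per campaign, cut at about 52% in these data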;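 further: 0% = DMSO treated cells and 100% = cells given Gossypol at 36 µM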
TWEAK Fn14 block – blocks TWEAK-Fn14 interaction in a reporter cell assay. TWEAK-stimulated Fn14 reporter cells, luciferase luminescence, 8 h. inhibition, % at 10 µM. 360,000 tested, 2% active. AID 1159606; in the data active means inhibition above about 50%
SRC3 inh – inhibitors of human steroid receptor coactivator 3 (SRC3); Q9Y6Q9; HEK293 GAL4-SRC3 luciferase reporter, luminescence; 360,000 tested, 0.17% active; AID 588352; inhibition, % at 3.6 µM;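 active means inhibition above a per-campaign cutoff, the mean of all compounds plus 3 SD, cut at about 60% in these data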;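 further: 0% = DMSO-treated cells and 100% = gossypol-treated cells at 36 µM; higher means less SRC3-driven luciferase light from the GAL4 reporter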
NR5A2 inv ag – suppresses constitutive activity of human LRH-1 | AID 602396 | HEK293T StAR-luciferase reporter, LRH-1 transfected, 24 h | inhibition, % at 3.6 µM | 360,000 tested, 0.13% active;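 active means inhibition above the mean inhibition of all tested compounds plus 3 SD, cut at about 73% in these data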;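 further: 0% = DMSO wells and 100% = reporter-only cells lacking LRH-1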
Target sequence (O00482 whole entry, looked up): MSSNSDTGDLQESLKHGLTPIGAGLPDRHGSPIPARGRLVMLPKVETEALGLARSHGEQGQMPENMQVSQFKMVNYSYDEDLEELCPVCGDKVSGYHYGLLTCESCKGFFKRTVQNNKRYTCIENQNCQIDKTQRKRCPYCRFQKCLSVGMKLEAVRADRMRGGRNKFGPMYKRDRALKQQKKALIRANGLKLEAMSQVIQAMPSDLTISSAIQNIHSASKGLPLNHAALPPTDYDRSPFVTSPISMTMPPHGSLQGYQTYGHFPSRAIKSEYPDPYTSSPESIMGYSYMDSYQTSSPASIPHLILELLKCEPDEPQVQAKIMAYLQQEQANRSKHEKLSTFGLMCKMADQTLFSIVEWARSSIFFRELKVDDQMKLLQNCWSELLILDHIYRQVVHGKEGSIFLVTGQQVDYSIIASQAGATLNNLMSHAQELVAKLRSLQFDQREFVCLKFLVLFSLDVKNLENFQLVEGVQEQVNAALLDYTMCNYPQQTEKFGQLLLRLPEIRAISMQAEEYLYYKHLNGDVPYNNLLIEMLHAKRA
TLR9-MyD88 inh – blocks human TLR9 binding to MyD88. CHO BLA complementation TLR9-MyD88, CCF4 FRET ratio. inhibition, % at 4.98 µM. 340,000 tested, 0.21% active;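 active means inhibition above the mean over all tested compounds plus 3 SD, cut at about 21% in these data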;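 further: 0% = DMSO only wells and 100% = clavulanate BLA inhibitor control wells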
TROY NFkB inh – TROY signaling inhibition | AID 1347056 | Q293 LMP1-TROYcd NF-kB luciferase reporter, 4 h | 360,000 tested, 0.98% active | inhibition, % at 10 µM;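 active means compounds whose plate-normalised and pattern-corrected inhibition of the luciferase reporter signal at the single screening dose is 50% or more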
C8 TRAIL sens – caspase-8 TRAIL sensitization | NB7+C8 cells + TRAIL, ATPlite viability luminescence | inhibition (viability loss, TRAIL sensitization), % at 10 µM | 360,000 tested, 1% active | AID 624354;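 active means compounds causing at least 50% loss of cell viability in the single-dose screen, relative to plate controls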
SRC1 inh – inhibits human SRC1 coactivator. Q15788. HEK293 GAL4-SRC1 luciferase reporter, luminescence. inhibition, % at 3.6 µM. 360,000 tested, 0.12% active;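 active means inhibition above the campaign mean plus 3 SD, with each screening campaign given its own cutoff, cut at about 60% in these data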;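 further: 0% = DMSO treated cells and 100% = gossypol at 36 µM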
NOD2-RIPK2 inh – blocks binding of human NOD2 to RIPK2; O43353; CHO BLA complementation NOD2-RIPK2, CCF4 ratio; inhibition, % at 4.98 µM; 360,000 tested, 0.38% active; in the data active means inhibition above about 21%;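 further: 0% = vehicle only and 100% = reference blocker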
Target sequence (O43353 whole entry, looked up): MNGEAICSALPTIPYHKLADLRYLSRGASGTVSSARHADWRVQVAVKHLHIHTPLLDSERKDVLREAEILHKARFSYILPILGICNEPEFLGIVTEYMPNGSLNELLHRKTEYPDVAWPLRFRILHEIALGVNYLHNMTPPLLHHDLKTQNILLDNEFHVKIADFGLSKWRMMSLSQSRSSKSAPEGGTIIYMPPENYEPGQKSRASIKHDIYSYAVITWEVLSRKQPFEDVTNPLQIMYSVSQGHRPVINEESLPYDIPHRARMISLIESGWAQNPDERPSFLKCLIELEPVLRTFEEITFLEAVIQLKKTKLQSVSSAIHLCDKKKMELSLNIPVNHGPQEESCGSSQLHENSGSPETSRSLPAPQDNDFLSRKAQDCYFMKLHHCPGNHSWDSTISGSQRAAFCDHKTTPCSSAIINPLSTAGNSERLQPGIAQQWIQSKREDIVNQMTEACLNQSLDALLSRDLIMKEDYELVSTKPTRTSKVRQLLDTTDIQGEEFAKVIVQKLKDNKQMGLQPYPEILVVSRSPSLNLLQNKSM
EBV LMP1 NFkB – Epstein-Barr LMP1 NF-kappaB reporter inhibition; LMP1-induced NF-kappaB luciferase reporter cells, luminescence; inhibition, % at 12.5 µM; 350,000 tested, 0.69% active; in the data active means inhibition above about 41%;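 further: 0% = neutral control wells and 100% = reference inhibitor control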
* marks the source's active call; other numbers are inactive results; . = not tested or not shown; & = joins results of further samples. Not all compounds are listed. The share of hits here may be higher or lower than overall.

SMILES	NR2F2 inh	SRC2 inh	TWEAK Fn14 block	SRC3 inh	NR5A2 inv ag	TLR9-MyD88 inh	TROY NFkB inh	C8 TRAIL sens	SRC1 inh	NOD2-RIPK2 inh	EBV LMP1 NFkB
NC(=O)C1CC(=O)N(c2ccc(OCc3ccccc3Cl)cc2)C1 (stereo unspecified)	-2	-36	-1	-25	-16	2	-16	-1	5	10	-6
CCOc1cc(C(=O)N2CCN(c3ccccc3)CC2)cc(OCC)c1OCC	1	-3	4	5	10	2	6	8	-2	5	5
CCN(CCCNC(=O)c1[nH]c(C)c(C(C)=O)c1C)c1cccc(C)c1	-6	5	4	18	3	6	30	-3	3	4	-1
Cc1ccc(S(=O)(=O)NCCC(=O)NNC(=O)C2COc3ccccc3O2)cc1 (stereo unspecified)	0	-19	-1	7	-4	-1	-3	16	5	-7	-1
O=C(Oc1ccc(OC(=O)c2ccncc2)cc1)c1ccncc1	16	6	-14	17	9	-8	-16	-3	-10	-5	-5
COc1ccccc1CN1CC(C(=O)N2CCCCO2)CCC1=O (stereo unspecified)	-16	-17	-21	-39	-37	11	-38	-2	-39	-17	-21
CCCC(=O)Nc1cc(S(=O)(=O)N2CCOCC2)ccc1N1CCCCC1	-4	-4	12	-18	-11	-3	6	-4	-17	-2	5
CCC(C)NC(=O)C1CCN(S(=O)(=O)c2ccc(-n3cnnn3)cc2)CC1 (stereo unspecified)	-10	6	-13	8	17	0	18	-6	15	-8	7
CCOC1=C2CN(S(=O)(=O)c3ccc(C)cc3)[C@H](c3ccccc3)C[C@@H]2N(S(=O)(=O)c2ccc(Br)cc2)[C@H](c2ccccc2)C1	-9	-2	14	-8	14	.	3	-5	-18	-6	.
Cc1ccc(-c2cn(C[C@H]3CC[C@@H]([C@@H]4CC[C@H](Cn5cc(-c6ccc(C)cc6)nn5)O4)O3)nn2)cc1	-2	-7	-12	8	11	-8	25	-1	-11	-8	-2
O=C(N/N=C/c1ccccc1O)C1CC(=O)N(c2ccc(Cl)cc2)C1 (stereo unspecified)	-3	22	6	32	4	1	1	11	4	3	17
CCN(CC)C(=O)Cn1cc(C(=O)C(=O)N2CCN(c3ccc([N+](=O)[O-])cc3)CC2)c2ccccc21	17	-21	11	-3	14	2	3	10	0	2	-7
COc1ccccc1N1CCN(C(=O)c2cc(-c3ccccc3)nc3c2cnn3C(C)C)CC1	-10	-16	1	2	-5	-8	8	-5	-11	3	3
Cc1c(Cl)c([N+](=O)[O-])nn1CCCC(=O)NC(C)c1ccccc1 (stereo unspecified)	8	-1	-5	8	-8	-5	-14	2	4	-7	3
Cc1nc(C(=O)Nc2ccc(F)cc2)nn1-c1ccc([N+](=O)[O-])cc1	6	3	7	2	6	-5	-2	-5	-17	-5	-3
O=C(O)c1cc(S(=O)(=O)NC2CCCc3ccccc32)ccc1O (stereo unspecified)	13	-5	-19	6	7	5	-19	-5	-15	-73	0
CCOC(=O)N1CCC(NC(=O)CS(=O)(=O)Cc2nc(-c3cccc(Cl)c3)oc2C)CC1	8	-3	-22	14	8	5	-21	-5	-5	4	3
O=C(OCc1csc(-c2ccccc2)n1)C1=NN(c2ccccc2)C(=O)CC1	-1	-24	1	-5	-4	2	-23	-12	-9	-7	-9
CCOc1ccc(CCN2C(=S)N([C@@H](CC(C)C)CN3CCCC3CN3C(=S)NC[C@@H]3CC(C)C)C[C@@H]2CC(C)C)cc1 (stereo partly specified)	4	-9	4	6	2	-2	5	20	-4	-2	10
Cc1ccc(Nc2nc(C)nc3c2oc2ccccc23)cc1	1	-2	-5	11	18	-5	-34	7	12	-2	-6
Nc1nc(SCC(=O)Nc2cccc(S(=O)(=O)N3CCCCCC3)c2)n[nH]1	8	26	1	8	1	-5	5	-12	-10	0	-1
COc1ccccc1CNC(=O)C1CC(c2c(Cl)cccc2Cl)=NO1 (stereo unspecified)	7	28	7	-9	-8	6	-43	22	-13	-4	6
O=c1[nH]nc(CNc2ccc(Cl)cc2Cl)c2ccccc12	5	-23	-30	7	-7	-8	-28	-1	15	-4	2
CCOc1ccc(S(=O)(=O)NCCC(=O)N2CC(C)OC(C)C2)cc1 (stereo unspecified)	-7	1	2	9	-5	-1	13	-16	-43	-9	-4
COc1ccccc1-c1nnc(NC(=O)OCC(C)C)s1	-23	-14	-19	-28	4	-8	-41	12	7	-4	-8
O=C1COc2ccc(C(=O)COC(=O)CCc3ccc(S(=O)(=O)N4CCOCC4)cc3)cc2N1	2	0	33	-24	-11	-2	.	-1	14	9	-2
CCN(CC(=O)NCc1cccs1)C(=O)CCOc1ccccc1	-4	-1	11	-8	-8	1	7	-17	-9	3	-5
Cn1c(CC(=O)Nc2ccccc2Cl)nnc1SCC(=O)NC1=NCCS1	-5	-11	-1	9	-7	-7	2	-27	-23	-7	0
CN(CC(=O)Nc1cccc(F)c1)C(=O)Cc1ccsc1	6	-8	0	1	6	-4	-2	-2	-8	5	1
Cc1cc(C(=O)NN=Cc2ccc(-c3ccc(F)cc3)o2)c(C)o1	-28	4	-22	5	-1	-12	-6	-3	-5	-13	-1
COc1ccc(-c2nnc(CSc3ncnc4sc5c(c34)CCC5)o2)cc1OC	11	11	-11	2	12	3	17	-7	1	0	0
COC(=O)c1cc(NCc2c(F)cccc2Cl)ccc1N1CCOCC1	7	-4	16	15	-9	6	-7	1	-1	5	1
CCOC(=O)C1(Cc2ccccc2Cl)CCN(S(=O)(=O)N(C)C)CC1	9	5	0	7	-7	0	4	7	6	0	-1
COc1ccc(Nc2cc(C)nc3ncnn23)c(OC)c1	0	-8	-7	-23	0	3	-6	-2	8	-10	10
O=C(COc1ccc(S(=O)(=O)N2CCOCC2)cc1Cl)N1CCCC1	6	11	6	2	11	0	9	-10	6	-11	-1
CCCCCCN(C(=O)CCCN1C(=O)NC(c2ccc(-c3ccccc3)cc2)C(C(=O)OCc2ccccc2)=C1C)C(C)C(=O)NCCCC (stereo unspecified)	3	-1	4	11	30	-8	3	-2	6	4	5

An excerpt from above in order of the EBV LMP1 NFkB value, falling:
Molecule	NR2F2 inh	SRC2 inh	TWEAK Fn14 block	SRC3 inh	NR5A2 inv ag	TLR9-MyD88 inh	SRC1 inh	NOD2-RIPK2 inh	EBV LMP1 NFkB
CCCCCCN(C(=O)CCCN1C(=O)NC(c2ccc(-c3ccccc3)cc2)C(C(=O)OCc2ccccc2)=C1C)C(C)C(=O)NCCCC (stereo unspecified)	3	-1	4	11	30	-8	6	4	5
CCN(CC(=O)NCc1cccs1)C(=O)CCOc1ccccc1	-4	-1	11	-8	-8	1	-9	3	-5
COc1ccccc1-c1nnc(NC(=O)OCC(C)C)s1	-23	-14	-19	-28	4	-8	7	-4	-8

Carrying on:
SMILES	NR2F2 inh	SRC2 inh	TWEAK Fn14 block	SRC3 inh	NR5A2 inv ag	TLR9-MyD88 inh	TROY NFkB inh	C8 TRAIL sens	SRC1 inh	NOD2-RIPK2 inh	EBV LMP1 NFkB
Cc1ccc(C)c(NC(=O)C2CC(Cl)=CCC2C(=O)O)c1 (stereo unspecified)	23	-9	17	5	8	-2	5	-7	4	-18	12
CC1(C)NC(=O)N(CC(=O)Nc2ccc(-n3cnnn3)cc2)C1=O	-10	-12	-11	-3	-2	1	2	1	-6	-6	0
CC(C)CC(=O)N1CCN(S(C)(=O)=O)CC1	-5	7	3	8	3	-4	.	0	15	-5	4
CC(C)CNC(=O)COC(=O)/C=C/c1ccco1	0	5	16	-14	1	-1	-17	-5	-26	6	-2
Cc1ccc(S(=O)(=O)NCCNS(=O)(=O)c2ccc(C)cc2)cc1	-1	2	12	17	-1	-8	8	-7	-1	-12	2
CCN(CC)C(=O)C(Oc1ccc(S(=O)(=O)N2CCCC2)cc1[N+](=O)[O-])c1ccccc1 (stereo unspecified)	1	14	7	-27	12	12	3	10	11	-6	-2
O=C(C1=NNCC1c1ccccc1)C1OC1c1ccccc1 (stereo unspecified)	-12	31	-1	-2	-23	-8	2	17	-14	1	7
Cc1c(Cl)c([N+](=O)[O-])nn1CCCC(=O)O	-2	9	22	1	9	6	7	0	11	-4	-3
C=CCOc1cccc(C2/C(=C(/O)c3ccc(Cl)cc3)C(=O)C(=O)N2CCN2CCOCC2)c1 (stereo unspecified)	-9	2	2	11	-12	-3	-9	-8	-6	-12	-6
O=C(NCc1cccnc1)c1cccc(OC2CCN(Cc3ccc(CO)o3)CC2)c1	9	1	3	12	15	1	2	-15	-12	-8	4
C=CCc1cc(OC)ccc1OCC(O)CN1CCN(c2ccc(OC)cc2)CC1 (stereo unspecified)	2&0	3&-1	15&9	-11&13	-13&-49	1	13&17	-10&-10	-10&-16	8&5	6&4
C=CCC1(Cl)C(=O)C(Cl)=C(N2CCOCC2)C1(OC)OC (stereo unspecified)	2	-13	14	25	0	1	-16	2	-2	-18	-2
CCNS(=O)(=O)c1ccc(CCC(=O)Nc2ccc3c(c2)OCCO3)cc1	28	13	-28	1	-14	8	-27	10	-2	2	-5
COc1ccc(NC2CCCN(C(=O)c3ccc4nccnc4c3)C2)cc1OC (stereo unspecified)	14	12	-1	-10	-2	-9	13	-9	20	-3	2
CSc1ccc(/C=N/Nc2cccc(C(=O)O)c2)cc1	.	.	-61	-146	-211	-4	-28	9	-158	-12	56*
CN(CC(=O)Nc1ccc(Cl)c(Cl)c1)CC(=O)Nc1ccc2c(c1)OCO2	-8	5	-31	11	23	0	-15	12	-15	3	-2
COc1ccc(OCC(=O)Nc2nnc(S(=O)(=O)N3CCCCCC3)s2)cc1	10	-5	-7	-18	-22	3	1	12	-13	-19	6
CCn1c(-c2csc3c2CCC(C)C3)n[nH]c1=S (stereo unspecified)	-1	0	3	14	15	-21	-10	-4	6	2	2
CSc1cccc(NC(=S)N(Cc2ccccc2)Cc2ccccn2)c1	-11	28	-9	10	-1	-8	2	28	3	1	2
C#CCN1C(=O)S/C(=C\c2ccc(N3CCOCC3)cc2C)C1=O	-11	-21	3	-82	-15	-2	-32	19	-97	8	-10
O=C(CSc1nnc(NC(=O)C2CC(=O)N(c3ccc(F)cc3)C2)s1)NC1CCCC1 (stereo unspecified)	-2	13	13	7	-21	-73	-5	-2	9	2	2
CCN(C[C@H]1N[C@@](CC)(C(=O)OC)[C@H]2C(=O)N(Cc3ccccc3)C(=O)[C@@H]12)S(=O)(=O)c1ccccc1	5	-1	-4	-1	-15	-8	1	-2	-16	-7	-3
CCOc1ccc(NC(=O)NCc2cccn2C)cc1	-29	-39	1	-32	-26	1	-4	2	-23	-9	-15
CCOC(=O)CCc1c(C(=O)OCC)[nH]c(CC)c1C(=O)OCc1ccccc1	-4	-10	-7	23	23	-7	-5	-2	14	-2	-7
O=C(CN(C(=O)c1csnn1)c1ccc(Cl)cc1)NC1CCCC1	-10	0	10	20	-4	-5	5	-16	3	-3	-2
CC1CN(C(=O)CSc2nc(N)cc(N)n2)CC(C)O1 (stereo unspecified)	4	-11	14	-32	2	-3	17	-4	-11	-11	-1
CCc1ccc(S(=O)(=O)NCC(O)COc2ccc(OC)cc2)cc1 (stereo unspecified)	21	13	-11	3	-1	.	-6	-13	-113	-5	.
CSc1ccc(CNC(=O)C2CCC(=O)N(CCc3cccc(F)c3)C2)cc1 (stereo unspecified)	7	8	-8	-9	-13	-18	-12	-3	-6	6	-6
Cc1ccc(S(=O)(=O)/C=C2\NC(=O)CS2)cc1	2	-2	10	19	4	-5	-16	0	0	-1	-8
CCOC(=O)COc1ccc(S(=O)(=O)Nc2ccc3c(c2)OCCO3)cc1	11	-11	37	18	-12	8	35	-14	1	4	5

Source: PubChem BioAssay
